AmpC detergent = AmpC beta-lactamase inhibition with detergent present; AID 485294; P00811; AmpC hydrolysis of nitrocefin, absorbance 480 nm, 0.01% Triton; Potency, µM (series often up to 114 µM), without a hit: top-dose activity change, negative = inhibition, hits mostly inhibitors; actives 0.041% (n = 370,000);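 also: potency is read from the fitted curve at half-maximal effect; 0% = no-compound wells and -100% = no-enzyme wells; nearly all actives have a fitted effect of over 25% in size; some results filed as inactive show a strong effect at the top dose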
Target sequence (P00811 whole entry, looked up): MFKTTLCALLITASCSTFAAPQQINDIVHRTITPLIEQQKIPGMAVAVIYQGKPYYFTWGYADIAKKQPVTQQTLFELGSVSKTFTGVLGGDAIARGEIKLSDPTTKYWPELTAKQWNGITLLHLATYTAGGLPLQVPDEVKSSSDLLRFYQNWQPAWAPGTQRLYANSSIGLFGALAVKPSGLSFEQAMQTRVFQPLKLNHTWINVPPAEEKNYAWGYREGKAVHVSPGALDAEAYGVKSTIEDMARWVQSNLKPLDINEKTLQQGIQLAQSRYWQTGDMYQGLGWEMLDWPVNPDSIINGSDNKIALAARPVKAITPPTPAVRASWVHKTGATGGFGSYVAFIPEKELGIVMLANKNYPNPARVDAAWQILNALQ
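20 mM phosphate pH 7.0 + 0.01% (detergent screen) or 0.0001% Triton X-100; 5.3 nM AmpC reagent; cpd preinc 15 min RT; nitrocefin (800 uM stock) to start; A480 q20 s × 4 min; Activity was normalised to no-enzyme and no-compound control wells.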
AmpC no deterg = inhibitors of E. coli AmpC beta-lactamase without detergent | Potency, µM (top dose mostly 57.1 µM), for the others: at the top dose activity change, negative = inhibition, most hits filed as inhibitors | AmpC nitrocefin hydrolysis, absorbance 480 nm, 0.0001% Triton | actives 0.52% (n = 330,000);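 also: potency is read from the fitted curve at half-maximal effect; plate controls were no compound for no effect and no enzyme for full effect; nearly all actives have a fitted effect of over 20% in size; some results filed as inactive show a strong effect at the top dose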
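AmpC (5.3 nM in the dispensed reagent) in 20 mM phosphate pH 7.0 with 0.01% (detergent screen) or 0.0001% Triton X-100 was preincubated with compounds for 15 min at room temperature. Nitrocefin was then added from an 800 uM solution, and hydrolysis was followed at 480 nm.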
Shiga inhibitor = inhibitors of Shiga toxin in Vero cells; Vero cells, Shiga toxin protein synthesis inhibition reporter; inhibition, % at 38.7 µM; actives 9.2% (n = 290,000); in the data active = inhibition mostly above about 28%, no sharp cut-off; inactive = mostly below about 43%; also: 0% is about no effect
AMA1-RON2 inh = disrupts binding of P. falciparum AMA1 to RON2; Potency, µM (series often up to 58.2 µM), for the others: top-dose activity change, negative = inhibition, most hits filed as inhibitors; actives 0.2% (n = 360,000); AlphaScreen AMA1-biotinylated RON2 peptide binding; AID 720542;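 also: potency is read from the fitted curve at half-maximal effect; 0% = vehicle wells and -100% = peptide control; nearly all actives have a fitted effect of over 45% in size; some results filed as inactive show a strong effect at the top dose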
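AMA1 (3D7) with his tag at 25 nM final met compounds first, then biotinylated RON2 peptide at 25 nM; detection used donor plus acceptor beads, 10 µg/mL apiece, read by AlphaScreen after 30 min at room temperature.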
HCMV antiviral = blocks human cytomegalovirus replication | HFF cells, HCMV-luciferase reporter, 72 h; active compounds read low | activity change, negative = inhibition, % at 57.5 µM | actives 4.5% (n = 410,000) | AID 1259415; in the data active = activity change below about -60%; inconclusive = no clear call, values can overlap the other calls; inactive = above about -39%; also: % is scaled to controls: 0 for no effect and ±100 for the full control effect
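Screen run at 2 compound doses on HFFs infected with reporter HCMV, MOI 1 PFU/cell. Luciferase activity from cell lysates at 72 h post infection gave inhibition relative to buffer-only and Salinomycin wells.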
Cycloheximide cs = counter-screen for Shiga toxin inhibitors: cycloheximide protein synthesis inhibition. cell reporter, cycloheximide protein synthesis inhibition counterscreen. AID 2314. actives 12% (n = 300,000). max response, %; in the data active = max response mostly above about 13%, no sharp cut-off; inactive = mostly below about 14%; also: read at 38.3 µM for the half of the compounds with a filed dose; 0% is about no effect
Giardia FBPA inh = inhibitors of Giardia lamblia fructose-1,6-bisphosphate aldolase | purified Giardia FBPA | actives 0.71% (n = 290,000) | Potency, µM (highest dose often 59.6 µM), for the others: at the highest dose activity, negative = inhibition, most hits filed as inhibitors; also: potency is read from the fitted curve at half-maximal effect; % is scaled to controls: 0 for no effect and ±100 for the full control effect; nearly all actives have a fitted effect of over 55% in size
Target sequence (A8B2U2 whole entry, looked up): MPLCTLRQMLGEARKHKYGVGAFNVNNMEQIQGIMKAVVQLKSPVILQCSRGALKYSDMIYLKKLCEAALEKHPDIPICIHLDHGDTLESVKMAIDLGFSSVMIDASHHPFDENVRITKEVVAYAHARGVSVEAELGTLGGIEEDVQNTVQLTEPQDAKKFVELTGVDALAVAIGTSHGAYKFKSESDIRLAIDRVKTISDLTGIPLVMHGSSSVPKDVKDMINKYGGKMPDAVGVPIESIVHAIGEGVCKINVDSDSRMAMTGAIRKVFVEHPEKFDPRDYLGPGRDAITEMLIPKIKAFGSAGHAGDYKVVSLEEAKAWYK
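40 nM FBPA preincubated 10 min at RT with compound (up to 57.5 uM final), then substrate plus GAPDH/TPI/NAD/arsenate coupling and diaphorase/resazurin added. Fluorescence read after 20 min at RT, 525/598 nm.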
Starred values were filed as active, the others as inactive; ? = inconclusive; / = no result given; + = active, no number; [ ] = another dose, or the depositor's remark. Unless noted, calls follow the shape of the dose curve; as a rule, active = well fitted curve in the direction sought with a large enough effect; inconclusive = small, poorly fitted or top-dose-only effect, or another doubt; inactive = no such curve, though single readings can be large; an effect the other way counts as inactive or inconclusive. An unsorted share of the library (roughly 16% active in at least one column).

SMILES | AmpC detergent | AmpC no deterg | Shiga inhibitor | AMA1-RON2 inh | HCMV antiviral | Cycloheximide cs | Giardia FBPA inh
Cc1ccc(C(=O)NCC(=O)N2CCC(Cc3ccccc3)CC2)cc1 | 4% | -11% | 21 | 8% | 9 | -3 | /
CCCn1nnnc1NCc1ccc(SC)cc1 | -13% | -7% | / | 7% | 1 | -2 | 8%
O=C(NC1=NCCS1)C12CC3CC(C1)CC(C(=O)NC1=NCCS1)(C3)C2 | -13% | -32% | -4 | -3% | -32 | 1 | -3%
CN(C)S(=O)(=O)c1cccc(NC(=O)c2cc3ccccc3o2)c1 | -2% | -29% | 54 | 0% | 29 | 57* | -15%
CCCS(=O)(=O)N1CCN(Cc2ccco2)CC1 | -2% | -7% | 9 | 0% | 64 | -1 | -19%
CCN(CC)c1ccc(NC(=O)COC(=O)CCC(=O)c2ccc(F)cc2)cc1 | -3% | 25% | -9 | -20% | -31 | -1 | 0%
COc1ccc(NC(=O)CSc2nnc(-c3ccccc3Cl)n2Cc2ccco2)c(OC)c1 | 8% | 41% | 2 | -9% | 39 | -5 | 14%
O=C1NC(=S)S/C1=C\c1coc2ccccc2c1=O | -13% | -28% | 84 | 7% | 2 | 9 | 10%
COc1ccc2c(c1)S(=O)(=O)c1ccccc1N2 | 5% | -45% | -4 | -10% | -29 | -2 | -5%
COc1ccc(CONS(=O)(=O)c2ccc(NC(C)=O)cc2)cc1Cl | -8% | -21% | -17 | -2% | -10 | 13 | 4%
Cc1ccc(C(O)P(=O)(OC(C)C)c2ccc(N(C)C)cc2)cc1 (stereo not drawn) | 0% | 62%[activator] | 19 | -8% | 15 | -1 | 2%
CC(C)Cc1nnc(NC(=O)Cc2cccs2)s1 | 1% | -26% | 27 | -11% | -36 | 6 | -2%
C#CCOCCOCCOCCNc1nc(N2CCN(C(=O)CCCCCCCCCCNC(=O)Cn3cc(CCCCCN)nn3)CC2)nc(N2CCN(C(=O)CCCCCCCCCCNC(=O)Cn3cc(CCCCCN)nn3)CC2)n1 | -2% | 351%[activator] | / | ? | / | / | /
Cn1nc(C(F)(F)F)cc1C(=O)O | 4% | -15% | -2 | -22% | -22 | -2 | -4%
CCCCn1nc2cc(C(=O)NCc3cc(C(F)(F)F)cc(C(F)(F)F)c3)ccc2c1OCC | -3% | ? | 7 | 15% | -22 | -3 | -2%
CN(C)c1ccc(N/C=C/C(=O)c2ccccc2)cc1 | -4% | -19% | 78* | ? | 0 | 28* | ?
COC(=O)CSc1nnc(C)n1-c1ccc(C)cc1 | ? | -6% | -1 | 1% | -3 | -2 | 0%
CC(C)NC(=S)NNc1nc2ccccc2s1 | 0% | -37% | 42 | 12% | 37 | 10 | -9%
O=C1CN(c2nc(-c3cccnc3)nc3scc(-c4ccccc4)c23)CCN1 | 6% | 122%[activator] | 25 | 11% | 118 | 19* | 5%
COc1cccc(N2CCN(C(=S)Nc3ccc(C)cc3C)CC2)c1 | -23% | -18% | -13 | -5% | -11 | -1 | -2%
O=C(O)Cn1c(SCc2ccccc2)nc2ccccc21 | -4% | -23% | -12 | 0% | 25 | -1 | 2%
O=C(NCc1cccnc1)c1cc(-c2cccs2)on1 | 4% | -5% | 37* | -4% | 23 | 60* | 3%
CN(C)c1ccc(NC(=O)C[n+]2ccccc2)cc1 | 0% | 31% | 8 | -6% | -19 | -2 | 5%
O=C(/C=C/c1ccco1)NC(=S)Nc1ccccc1Br | -3% | -44% | 27 | 28% | -39 | 21* | -13%
O=C(CN1C(=O)c2ccccc2C1=O)Oc1ccc(F)cc1 | 0% | -7% | -2 | / | / | -1 | 13%
Cc1c(NC(=O)CN2C(=O)c3cccc4cccc2c34)c(=O)n(-c2ccccc2)n1C | 5% | -13% | -9 | -2% | -5 | 0 | -14%
CC1CN(C(=O)CCNC(=O)c2ccccc2Cl)CC(C)O1 (stereo not drawn) | -10% | -16% | -6 | 13% | 1 | 0 | /
O=C(O)CCC(=O)N1N=C(c2cccs2)CC1c1cccc([N+](=O)[O-])c1 (stereo not drawn) | -9% | -13% | 6 | 10% | 0 | -2 | 5%
CC1(C)CC(=O)C(C(=O)c2ccccc2)C(=O)C1 | 0% | -27% | -6 | -5% | -26 | -3 | -12%
O=C(CCl)Nc1cccc(CP(=O)(c2ccccc2)c2ccccc2)c1 | -1% | 0% | 24 | -5% | -108* | -2 | 5%
Cc1cc(/C=C2\SC(=S)NC2=O)c(C)n1-c1cccc(O)c1 | 6% | 18µM* | 64* | 61%[activator] | 32 | 41* | 10%
Cc1ccc(-c2cc(C(=O)OCC(=O)Nc3cc(C)on3)c3ccccc3n2)c(C)c1 | -1% | -49% | 21 | 7% | -18 | 4 | 2%
COc1cc(CNCc2ccc(SC)cc2)cc(OC)c1 | -5% | -11% | -15 | 0% | -38 | 0 | ?
COc1ccccc1NC(=O)Nc1nc(CC(=O)N2CCN(c3ccccc3)CC2)cs1 | -13% | 20% | / | -3% | -6 | / | /
COc1ccc(-c2cc(C(=O)NC(C(=O)O)C(C)C)c(C)o2)cc1OC (stereo not drawn) | ? | -11% | 47 | -8% | 147 | 28* | -1%
COc1cc2[nH]c(=O)n(CCCCCC(=O)N3CC=C(c4ccccc4)CC3)c(=O)c2cc1OC | ? | 14% | -5 | -2% | -30 | 10 | -1%
CCN(CC)CCN(Cc1cc2cc3c(cc2[nH]c1=O)OCO3)C(=S)NCc1ccco1 | 0% | 36% | 3 | -3% | -22 | 0 | -11%
Cc1ccc(CCN2CC(C(=O)NCCC(C)C)CC2=O)cc1 (stereo not drawn) | 2% | 12% | -10 | -6% | -22 | -5 | -1%
COc1cccc(OC)c1C(=O)NC(=S)N1C[C@H]2C[C@H](C1)c1cccc(=O)n1C2 | -9% | -23% | -8 | -1% | 16 | -1 | ?
CCN(CC)CC(C)OC(=O)c1cc(OC)c(OC)c(OC)c1 (stereo not drawn) | 3% | -9% | 23 | 12% | -9 | -1 | 0%
O=C(NCCCN1CCCC1=O)C1CCN(S(=O)(=O)c2c(Cl)cccc2Cl)CC1 | -10% | ? | / | -13% | -14 | / | /
CCCCC1CCC(C(=O)N(CC(C)C)c2c(N)n(CCCC)c(=O)[nH]c2=O)CC1 (stereo not drawn) | -4% | -5% | / | -3% | -18 | / | /
N/C(=N\c1nc2ccccc2o1)NC(=O)/C=C/c1ccccc1 | -4% | 5µM* | -7 | 95%[activator] | -23 | 0 | 3%
Cc1ccccc1S(=O)(=O)Cc1ccc(C(=O)NCCN(C)Cc2ccccc2)o1 | -13% | 31% | -4 | 6% | ? | -4 | 1%
COc1cc(OC)cc(C(=O)N2CCN=C2SCc2cccnc2)c1 | -8% | 4% | -7 | 8% | 7 | -8 | 0%
C/C(=C\C(=O)c1ccccc1)NNC(=O)c1ccc(Cl)cc1 | ? | -22% | / | 67%[activator] | -73* | 22* | 19%
O=C(COC(=O)c1ccccc1O)Nc1cccnc1Cl | -2% | -21% | 13 | 1% | 8 | 2 | -5%
CCCCOc1ccc(C(=O)Nc2ccc(CN3CCOCC3)cc2)cc1 | ? | -1% | -4 | 6% | ? | 2 | 10%
Cc1cccc(N2Cc3ccccc3C2=NC(=O)c2ccc(Cl)nc2)c1 | 6% | -37% | + | 8% | 72 | 35* | -10%
CCC(C)(C)n1nnnc1C(c1ccncc1)N1CCC(C)CC1 (stereo not drawn) | 0% | -2% | 1 | 0% | 7 | -3 | 5%
CCn1cc(CCC(=O)NC2CCCC2)c2ccccc21 | -3% | -3% | 20 | -12% | -11 | 16 | 0%
CN(CC(=O)Nc1cccc(S(=O)(=O)NC2=NCCCCC2)c1)Cc1ccc(C(C)(C)C)cc1 | -4% | 146%[activator] | -28 | -19% | 9 | -2 | -2%
CN(C)CCNC(=O)C(=O)NCC1OCCN1S(=O)(=O)c1ccc([N+](=O)[O-])cc1 (stereo not drawn) | -7% | -13% | -10 | 9% | -9 | 8 | 4%
O=C(Nc1nc(-c2ccccc2)cs1)c1cccs1 | 1% | -51% | 123* | 15% | 81 | 88* | -7%
CCC(C)NC(=O)CN(c1ccc(Cl)c(Cl)c1)S(C)(=O)=O (stereo not drawn) | 5% | -5% | 9 | -3% | -13 | -2 | -1%
CCOC(=O)c1c(NC(=O)c2ccn(CC)n2)sc2c1CCCC2 | 6% | 3% | 3 | 10% | -30 | -1 | -14%
CCCCCC/C=C/c1ccc(C2C3C=CCC(C)C3C(=O)N2Cc2ccccc2)c(F)c1 (stereo not drawn) | / | / | 7 | / | / | -6 | 3%
Cc1ccc(CNC(=O)C2CCN(S(=O)(=O)N3CCCC3)CC2)cc1 | 3% | -1% | -6 | -6% | 0 | -1 | /

Quoted from the listing, 5 compounds:
SMILES | AmpC detergent | AmpC no deterg | Shiga inhibitor | AMA1-RON2 inh | HCMV antiviral | Cycloheximide cs | Giardia FBPA inh
O=C(Nc1nc(-c2ccccc2)cs1)c1cccs1 | 1% | -51% | 123* | 15% | 81 | 88* | -7%
CCC(C)NC(=O)CN(c1ccc(Cl)c(Cl)c1)S(C)(=O)=O (stereo not drawn) | 5% | -5% | 9 | -3% | -13 | -2 | -1%
CCOC(=O)c1c(NC(=O)c2ccn(CC)n2)sc2c1CCCC2 | 6% | 3% | 3 | 10% | -30 | -1 | -14%
CCCCCC/C=C/c1ccc(C2C3C=CCC(C)C3C(=O)N2Cc2ccccc2)c(F)c1 (stereo not drawn) | / | / | 7 | / | / | -6 | 3%
Cc1ccc(CNC(=O)C2CCN(S(=O)(=O)N3CCCC3)CC2)cc1 | 3% | -1% | -6 | -6% | 0 | -1 | /

Quoted at random: 4 records from the list, in no set order.
SMILES | AmpC detergent | AmpC no deterg | Shiga inhibitor | AMA1-RON2 inh | HCMV antiviral | Cycloheximide cs | Giardia FBPA inh
O=C(CCl)Nc1cccc(CP(=O)(c2ccccc2)c2ccccc2)c1 | -1% | 0% | 24 | -5% | -108* | -2 | 5%
CCCCC1CCC(C(=O)N(CC(C)C)c2c(N)n(CCCC)c(=O)[nH]c2=O)CC1 (stereo not drawn) | -4% | -5% | / | -3% | -18 | / | /
COc1cc(CNCc2ccc(SC)cc2)cc(OC)c1 | -5% | -11% | -15 | 0% | -38 | 0 | ?
O=C(NC1=NCCS1)C12CC3CC(C1)CC(C(=O)NC1=NCCS1)(C3)C2 | -13% | -32% | -4 | -3% | -32 | 1 | -3%

Source: PubChem BioAssay (National Center for Advancing Translational Sciences (NCATS))
